AMA1-RON2 inh: disrupts binding of P. falciparum AMA1 to RON2; AlphaScreen AMA1-biotinylated RON2 peptide binding; Potency, µM (top dose mostly 58.2 µM), inactives show at the top dose activity change, negative = inhibition, actives largely listed as inhibitors; 360,000 compounds, 0.2% hits; AID 720542;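 note: potency is the fitted concentration of half-maximal effect; 0% = vehicle wells and -100% = peptide control; nearly all actives have a fitted effect of over 45% in size; some results filed as inactive show a strong effect at the top dose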
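AMA1 (3D7) with his tag at 25 nM final met compounds first, then biotinylated RON2 peptide at 25 nM; detection used donor plus acceptor beads, 10 µg/mL apiece, read by AlphaScreen after 30 min at room temperature.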
Tb PYK inh: blocks Trypanosoma brucei pyruvate kinase. TbPYK enzyme, Kinase-Glo Plus ATP luminescence, 45 min. 410,000 compounds, 0.12% hits. AID 624173. Potency, µM (highest dose often 76.8 µM), inactives show top-dose activity, negative = inhibition, actives largely listed as inhibitors. Q57TT1; note: potency is the fitted concentration of half-maximal effect; nearly all actives have a fitted effect of over 50% in size
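Enzyme and substrate buffer are dispensed first and compound is pin-transferred. ADP at 130 uM final then starts the reaction, which runs 45 min at room temperature. Detection reagent is added for 10 min before luminescence is imaged.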
LmPK inh: LmPK (Leishmania mexicana) enzyme inhibition | 290,000 compounds, 0.37% hits | purified LmPK, Kinase-Glo ATP luminescence, 1 h | Q27686 | Potency, µM (titrated, usually from 57.5 µM), for inactives: top-dose activity change, negative = inhibition, hits mostly inhibitors | AID 1721; note: potency is the fitted concentration of half-maximal effect
Target sequence (Q27686 whole entry, looked up): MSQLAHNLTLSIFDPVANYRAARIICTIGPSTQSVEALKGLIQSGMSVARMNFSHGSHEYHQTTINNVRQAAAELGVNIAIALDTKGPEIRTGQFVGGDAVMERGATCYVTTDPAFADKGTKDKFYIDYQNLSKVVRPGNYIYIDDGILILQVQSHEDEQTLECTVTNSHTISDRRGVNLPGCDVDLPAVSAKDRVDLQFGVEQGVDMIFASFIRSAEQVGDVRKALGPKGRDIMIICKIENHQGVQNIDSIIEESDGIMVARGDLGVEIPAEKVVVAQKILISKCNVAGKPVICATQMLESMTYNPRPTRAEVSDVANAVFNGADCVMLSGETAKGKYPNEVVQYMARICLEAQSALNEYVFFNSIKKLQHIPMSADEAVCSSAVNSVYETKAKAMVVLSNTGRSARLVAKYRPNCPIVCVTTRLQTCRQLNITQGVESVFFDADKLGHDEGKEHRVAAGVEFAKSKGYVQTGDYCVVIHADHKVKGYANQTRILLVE
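qHTS format; LmPK 0.1 nM; substrates PEP 0.5 mM and ADP 0.1 mM. One-hour room-temperature incubation, then coupled luciferase luminescence; 0.5 nM enzyme wells mark activation.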
HCV inh: HCV inhibition; AID 651820; Potency, µM (series often up to 41.8 µM), for inactives: at the top dose activity change, negative = inhibition, most hits filed as inhibitors; Huh7.5.1 HCVcc-Cre infection, luciferase reporter, 44 h; 340,000 compounds, 3.4% hits; note: potency is the fitted concentration of half-maximal effect
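Antiviral activity was scored by luciferase reporter output from cells infected with HCVcc-Cre (~0.5 moi) in presence of compound, 44 h infection period, cells seeded 1,000/well 4 h prior.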
AmpC inh no detg: AmpC beta-lactamase inhibition without detergent. 330,000 compounds, 0.52% hits. AID 485341. AmpC nitrocefin hydrolysis, absorbance 480 nm, 0.0001% Triton. P00811. Potency, µM (doses to about 57.1 µM), for inactives: at the top dose activity change, negative = inhibition, usual class: inhibitors;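 note: potency is the fitted concentration of half-maximal effect; plate controls were no compound for no effect and no enzyme for full effect; nearly all actives have a fitted effect of over 20% in size; some results filed as inactive show a strong effect at the top dose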
Target sequence (P00811 whole entry, looked up): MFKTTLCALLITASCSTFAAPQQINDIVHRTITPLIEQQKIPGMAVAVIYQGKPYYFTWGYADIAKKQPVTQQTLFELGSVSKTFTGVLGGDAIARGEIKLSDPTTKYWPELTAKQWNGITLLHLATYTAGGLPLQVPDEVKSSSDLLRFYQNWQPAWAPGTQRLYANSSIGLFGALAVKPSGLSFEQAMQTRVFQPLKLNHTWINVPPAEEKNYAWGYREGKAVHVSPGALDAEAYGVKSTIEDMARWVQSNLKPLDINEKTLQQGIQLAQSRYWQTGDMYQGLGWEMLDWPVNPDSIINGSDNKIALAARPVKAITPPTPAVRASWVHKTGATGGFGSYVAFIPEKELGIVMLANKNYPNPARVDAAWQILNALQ
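AmpC (5.3 nM in the dispensed reagent) in 20 mM phosphate pH 7.0 with 0.01% (detergent screen) or 0.0001% Triton X-100 was preincubated with compounds for 15 min at room temperature. Nitrocefin was then added from an 800 uM solution, and hydrolysis was followed at 480 nm.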
AmpC inh detg: inhibitors of E. coli AmpC beta-lactamase with detergent; P00811; AmpC hydrolysis of nitrocefin, absorbance 480 nm, 0.01% Triton; Potency, µM (series often up to 114 µM), for inactives: at the top dose activity change, negative = inhibition, hits mostly inhibitors; 370,000 compounds, 0.041% hits; AID 485294;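 note: potency is the fitted concentration of half-maximal effect; 0% = no-compound wells and -100% = no-enzyme wells; nearly all actives have a fitted effect of over 25% in size; some results filed as inactive show a strong effect at the top dose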
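20 mM phosphate pH 7.0 + 0.01% (detergent screen) or 0.0001% Triton X-100; 5.3 nM AmpC reagent; cpd preinc 15 min RT; nitrocefin (800 uM stock) to start; A480 q20 s × 4 min; Activity was normalised to no-enzyme and no-compound control wells.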
HCMV inh: inhibitors of human cytomegalovirus; activity change, negative = inhibition, % at 57.5 µM; AID 1259415; HFF cells, HCMV-luciferase reporter, 72 h; stronger effect = lower value; 410,000 compounds, 4.5% hits; in the data active = activity change below about -60%; inconclusive = no clear call, values can overlap the other calls; inactive = above about -39%
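Luciferase read-out from HCMV-luciferase-infected HFFs (MOI 1 PFU/cell) 72 h post infection at 37C; compounds added after 16 h cell attachment; activity normalized between buffer-only basal and Salinomycin (10uM) inhibitor controls.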
The depositor's hits bear a star; ? = inconclusive; / = not tested or not shown; [ ] = dose if it differs, or a comment. Unless noted, calls come from the whole dose curve; as a rule, active = well fitted curve in the direction sought with a large enough effect; inconclusive = small, poorly fitted or top-dose-only effect, or another doubt; inactive = no such curve, though single readings can be large; an effect the other way counts as inactive or inconclusive. Unless noted, % is set by controls: 0 for no effect and ±100 for the full control effect. This is a random part of the collection; about 7.5% have a hit in one of these screens.

SMILES	AMA1-RON2 inh	Tb PYK inh	LmPK inh	HCV inh	AmpC inh no detg	AmpC inh detg	HCMV inh
COc1ccc(NC(=O)c2sc3nc(C)nc(N4CCN(c5ccccn5)CC4)c3c2C)cc1Cl	-5.3%	-1.0%	7.0%	?	-18.3%	-7.5%	-37.7
COc1ccc(OC)c(NS(=O)(=O)c2ccc3c(c2)n(C)c(=O)n3C)c1	-5.8%	-0.8%	-4.4%	-13.5%	16.1%	-0.4%	53.8
CC1CCc2[nH]c3ccc(C(=O)NCCCOC(C)C)cc3c2C1 (stereo not drawn)	-7.6%	0.1%	4.2%	10µM*	-10.6%	-1.9%	-20.1
O=c1[nH]n(-c2ccccn2)c(=O)c2ccccc12	59.6%[activator]	-1.7%	-1.7%	2.8%	-18.0%	-11.5%	21.6
CC(=O)c1cnc2c(-c3ccccc3)c(-c3ccccc3)nn2c1C	2.8%	0.9%	4.0%	-4.9%	-2.9%	-0.3%	8.3
COc1ccc(NC(=O)CN(C)C(=O)c2cc(C3CC3)nn2-c2ccccc2)cc1	-2.4%	-3.7%	/	?	-0.4%	-4.7%	-100.1*
Cc1cc2ccccc2c(=O)n1CC(=O)NCC(=O)N1CCCC(C)C1 (stereo not drawn)	10.3%	3.9%	9.0%	3.2%	-10.6%	-3.4%	1.1
CC1CCc2sc(C(=O)N3CCN(c4ncccn4)CC3)cc2C1 (stereo not drawn)	-11.2%	0.2%	/	33.7%[activator]	/	/	21.0
COc1ccc(-c2cc(-c3nc4ccccn4c3NCc3ccccc3)ccc2OC)cc1	-14.5%	2.6%	/	?	-10.3%	/	-79.3*
O=C(NCc1ccccc1)c1cc(C2CCCCN2C(=O)c2ccccc2)on1 (stereo not drawn)	-10.3%	3.6%	/	/	/	/	-17.0
Cc1ccc(CNC(=O)CNS(=O)(=O)c2ccc(Br)s2)cc1	6.2%	1.8%	-3.3%	9.3%	-15.1%	4.6%	6.3
O=C1NC[C@@H](CCCCN2CCN(CCc3ccc(O)cc3)C(=O)C2=O)N(CC2CCCCC2)C1=O	3.7%	2.1%	/	/	/	/	-11.5

Taken from above:
Reading for COc1ccc(-c2cc(-c3nc4ccccn4c3NCc3ccccc3)ccc2OC)cc1 in AMA1-RON2 inh: -14.5%
Reading for O=C1NC[C@@H](CCCCN2CCN(CCc3ccc(O)cc3)C(=O)C2=O)N(CC2CCCCC2)C1=O in HCMV inh: -11.5

Following part:
SMILES	AMA1-RON2 inh	Tb PYK inh	LmPK inh	HCV inh	AmpC inh no detg	AmpC inh detg	HCMV inh
Cc1ccc(C)c(S(=O)(=O)N(C)C2CCS(=O)(=O)C2)c1 (stereo not drawn)	-3.4%	0.3%	/	-10.1%	-11.1%	-1.7%	-11.2
CCCC(=O)N1CCCC1(C)C(=O)NCc1ccc(SC)cc1 (stereo not drawn)	-8.3%	-12.8%	/	/	/	/	-12.9
Cc1cc(NC(=O)c2ocnc2C)no1	3.9%	?	-16.7%	6.4%	-14.9%	-1.0%	64.4
Cc1ccc(NC(=O)CCNS(=O)(=O)c2cc(Br)cnc2N)cc1Cl	-19.5%	0.4%	5.6%	6.5%	-20.2%	-11.6%	?
CO/N=C/NC(=O)c1cn(-c2ccc(F)cc2)c(=O)c2ccccc12	14.5%	-6.3%	5.8%	-28.2%	-10.8%	11.3%	-9.1
CCOc1ccc(C(=O)CN2C(=O)NC3(CCCCCC3)C2=O)cc1	-8.4%	5.6%	/	?	-13.5%	-18.1%	-5.5
Cc1ccc(S(=O)(=O)N2CCC(C(=O)NCCCN3CCCCCC3)CC2)cc1	-20.4%	3.3%	4.0%	?	122.4%[activator]	5.2%	-25.8
Cc1ccccc1OCC(O)Cn1c(N2CCN(c3ccccc3)CC2)nc2c1c(=O)[nH]c(=O)n2C (stereo not drawn)	16.6%	-1.2%	8.1%	-3.6%[0.335 µM]	-12.1%	?	48.4
CN(CCc1ccccc1)C(=O)c1ccc(NC(=O)Cc2cccc(NC(=O)C3CCN(C(=O)c4ccccc4)CC3)c2)cc1	-17.7%	4.4%	/	-12.6%[8.37 µM]	/	/	-22.1
CC(C)(C)c1ccc(Oc2coc3cc(OCC(=O)O)ccc3c2=O)cc1	0.4%	2.2%	5.9%	17.9%	-25.3%	2.7%	26.3
Cc1cccc(N2CCN(S(=O)(=O)c3cc(C(=O)Nc4ccc(Oc5ccccc5)cc4)ccc3F)CC2)c1C	/	1.0%	/	/	/	0.8%	?
CN(C)c1ccc(CNCCC2(O)CCOC(C)(C)C2)cc1 (stereo not drawn)	-1.5%	1.6%	-3.2%	10.6%	-15.1%	?	?
O=C(Nc1cccnc1)c1noc2c1CCCC2	-0.9%	-2.6%	?	-9.1%	-12.2%	-3.5%	19.6
O=C(Cc1ccc(NC(=O)C2CCCN(C(=O)C3CCCCC3)C2)cc1)Nc1ccc(C(=O)N2CCOCC2)cc1 (stereo not drawn)	-3.6%	1.9%	/	9.8%[8.37 µM]	/	/	32.3
CCOc1ccc(C(C(=O)NCC2CCCO2)N(Cc2ccccc2)C(=O)c2snc(C(N)=O)c2N)cc1 (stereo not drawn)	-15.3%	-6.1%	1.8%	-10.0%	67.9%[activator]	-4.3%	-32.9
O=S(=O)(Nc1cc(S(=O)(=O)N2CCOCC2)ccc1O)c1ccc2c(c1)OCCCO2	83.9%[activator]	?	/	-2.6%	-37.8%	2.7%	0.0
COc1cc(OC)cc(C(=O)NCc2ccc3c(c2)CCN3C(=O)c2ccccc2)c1	/	9.0%	/	/	/	10.8%	?
Cc1ccc2nc(/C(C#N)=C\c3ccc(N4CCCCC4)c([N+](=O)[O-])c3)[nH]c2c1	-8.7%	1.6%	8.3%	7.08µM*	/	6.2%	-61.5*
COc1cccc(O)c1CN1CCCC(C(=O)c2ccccc2SC)C1 (stereo not drawn)	-5.1%	1.1%	4.6%	?	-12.8%	-0.8%	26.3
CCOc1cc(C(=O)N2CCN=C2SC)cc(OCC)c1OCC	14.1%	-1.0%	3.7%	-5.5%	32.2%	-10.2%	24.9
Cn1cccc1-c1nc2ccccc2[nH]1	?	-2.7%	-12.9%	11.1%	-11.3%	-3.5%	37.0
CC/C(=N\NC(=O)c1ccccc1O)c1c(O)n(Cc2ccccc2)c(=O)[nH]c1=O	86.7%[activator]	1.0%	-1.9%	-11.3%	-50.2%	-1.1%	83.2
CCn1cc(CNC(=S)Nc2cccc(Cl)c2C)cn1	0.0%	0.0%	-2.3%	11.8%	-9.9%[2.29 µM]	-0.8%	-3.9
COc1ccc(-c2c/c(=N\c3nc(-c4ccccc4)c(C)s3)c3ccccc3o2)cc1O	-24.1%	-2.0%	1.1%	?	?	-5.6%	-95.9*
CCOc1ccc(C2CC(=O)Nc3c2c(=O)nc(SCc2ccccc2C)n3C)cc1OC (stereo not drawn)	/	3.6%	/	/	/	1.7%	-3.0
COc1cc(/C=N/NC(=O)c2ccc([N+](=O)[O-])cc2Cl)cc(Br)c1O	2.6%	2.3%	3.2%	-6.5%	-5.8%	?	-7.8
CCCCCCN1C[C@H](O)[C@@H](n2cc(C3CC3)nn2)C[C@@H]1c1ccc(OC)cc1	-6.5%	6.8%	/	/	/	/	-2.2
Oc1ccc(N=C/C=C/c2ccc(Br)cc2)cc1-c1nc2ccccc2s1	/	/	-12.5%	2.1%	-50.7%	-8.3%	/
O=C(CSc1nc(-c2ccco2)cc(C(F)(F)F)n1)N1CCN(Cc2ccccc2)CC1	-9.0%	2.7%	-4.8%	-23.0%	218.5%[activator]	5.5%	?
Cc1cccc(C(=O)NCCc2sc(-c3ccccc3)nc2C)c1	/	-1.5%	/	/	/	-3.9%	-15.4
Cc1ccc(-c2cc(C(=O)N3CCN(c4ccccc4O)CC3)c3ccccc3n2)cc1	-6.5%	-5.3%	/	-13.8%	-2.5%	-5.8%	59.3
COc1cc(/C=C(/C#N)C(=O)Nc2cc(C(F)(F)F)ccc2Cl)ccc1OCC(=O)Nc1cccc(C(F)(F)F)c1	10.4%	0.7%	/	-5.9%	/	/	33.4
COC(=O)C1=C(C)n2nnnc2NC1c1ccc(Cl)cc1 (stereo not drawn)	40.7%[activator]	-5.1%	4.0%	-4.4%	-23.1%	-1.0%	-3.6
Cn1c(Cn2c(=O)sc3ccccc32)nnc1SCC(=O)NC1CCCC1	-2.3%	0.6%	2.8%	0.2%	-13.2%	?	-6.0
Nc1scn[n+]1Cc1cccc2cccnc12	60.3%[activator]	0.5%	0.9%	12.4%	-6.8%	-6.2%	-15.4
Cc1ccccc1N(C=O)c1ccccc1C	9.4%	-2.1%	/	7.1%	/	/	-12.4

Filtered by structure: the entries above containing an NH in an aromatic ring.
SMILES	AMA1-RON2 inh	Tb PYK inh	LmPK inh	HCV inh	AmpC inh no detg	AmpC inh detg	HCMV inh
CC1CCc2[nH]c3ccc(C(=O)NCCCOC(C)C)cc3c2C1 (stereo not drawn)	-7.6%	0.1%	4.2%	10µM*	-10.6%	-1.9%	-20.1
O=c1[nH]n(-c2ccccn2)c(=O)c2ccccc12	59.6%[activator]	-1.7%	-1.7%	2.8%	-18.0%	-11.5%	21.6
Cc1ccccc1OCC(O)Cn1c(N2CCN(c3ccccc3)CC2)nc2c1c(=O)[nH]c(=O)n2C (stereo not drawn)	16.6%	-1.2%	8.1%	-3.6%[0.335 µM]	-12.1%	?	48.4
Cc1ccc2nc(/C(C#N)=C\c3ccc(N4CCCCC4)c([N+](=O)[O-])c3)[nH]c2c1	-8.7%	1.6%	8.3%	7.08µM*	/	6.2%	-61.5*
Cn1cccc1-c1nc2ccccc2[nH]1	?	-2.7%	-12.9%	11.1%	-11.3%	-3.5%	37.0
CC/C(=N\NC(=O)c1ccccc1O)c1c(O)n(Cc2ccccc2)c(=O)[nH]c1=O	86.7%[activator]	1.0%	-1.9%	-11.3%	-50.2%	-1.1%	83.2

Additional structures.
SMILES	AMA1-RON2 inh	Tb PYK inh	LmPK inh	HCV inh	AmpC inh no detg	AmpC inh detg	HCMV inh
CCOC(=O)c1cccc(NC(=O)c2nn(-c3ccc(OC)cc3)c(=O)c3c2c2ccccc2n3C)c1	/	-2.8%	/	/	/	-7.4%	17.6
Cc1cc(C)c(NC(=S)NC(=O)c2ccc(-c3ccccc3)cc2)c(C)c1	4.3%	-3.5%	0.5%	3.0%	-30.6%	5.9%	-84.0*
COCCNC(=O)CN(C(=O)CCC(=O)Nc1ccccn1)c1ccc(OC)cc1	21.8%	5.0%	-2.9%	-2.4%	13.2%	-5.8%	15.5
CC(C)CNC(=O)C1CCN(c2ccc(S(=O)(=O)N3CCOCC3)cc2Cl)CC1	1.8%	-2.8%	17.0%	1.9%	54.4%	-11.0%	?
